MLLE-PAM2 inh: inhibitors of PABP1 MLLE–PAM2 peptide binding, primary screen, biochemical, fluorescence polarization, FITC-PAM2, GST-MLLE; AID 588489, 2011; 360,000 compounds, 0.36% hits; inhibition, % at 20 µM; in the data active = inhibition above about 35%, passing the limit was not always enough;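 also: plate controls were DMSO wells with GST-MLLE for no effect and wells lacking GST-MLLE protein for full effect; some results filed as inactive read as strong as hits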
MT1-MMP act inh: blockers of MT1-MMP proenzyme processing, primary screen, HT1080 RFP-PRO-GFP cells, GFP/RFP fluorescence; Matrix metalloproteinase-14 (Homo sapiens), P50281; GFP/RFP ratio fluorescence, overnight; percent of plate control window, DMSO zero; GFP/RFP ratio change, % at 20 µM; 360,000 compounds, 0.061% hits; AID 651647, 2012;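 active = GFP/RFP ratio change of at least 30% with cell ATP level not reduced by more than half and red fluorescence within 50% of control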; also: strong numbers were not always called active
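Assay system: RFP-PRO-GFP reporter HT1080 cells; read-out basis: GFP/RFP fluorescence ratio; benchmarks: DMSO wells and RFP-L50D-GFP cells; doses: 20 µM single dose, 1% DMSO; schedule: overnight cell settling, then overnight compound exposure, 37 °C, 5% CO2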
E coli Lon inh: inhibitors of E. coli Lon protease, primary screen, biochemical, fluorescence polarization. P0A9M0. purified E. coli Lon protease. inhibition, % at 7.94 µM. 360,000 compounds, 0.42% hits. AID 602123, 2011; in the data active = inhibition above about 13%, passing the limit was not always enough;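 also: 0% = enzyme with probe and DMSO and 100% = no enzyme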
FAS-TE inh: FAS thioesterase domain inhibitors, primary screen, biochemical, fluorescence intensity, uHTS. Fatty acid synthase (Homo sapiens), P49327. recombinant FAS-TE, OMFH fluorogenic substrate, fluorescence endpoint. inhibition, % at 15 µM. 360,000 compounds, 0.67% hits;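 active = compounds whose normalised, plate-corrected inhibition of enzyme fluorescence in the single-dose primary screen is 50% or more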;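 also: 0% = DMSO with enzyme and 100% = substrate without enzyme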
MsrA inh: bovine MsrA enzyme inhibitors, primary screen, biochemical, absorbance, HTS | purified bovine MsrA, absorbance read-out | inhibition, % at 15.5 µM | 360,000 compounds, 0.75% hits | AID 651718, 2012; in the data active = inhibition above about 4.5%;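 also: 0% = vehicle wells with enzyme and 100% = reference inhibitor wells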
Rpn11 inh: Rpn11 (PSMD14) deubiquitinase inhibitors, primary screen, biochemical, fluorescence polarization, uHTS; human 26S proteasome, Ub4-pepOG fluorescence polarization; 20S core pre-blocked with epoxomicin; calls only at 20 µM; 360,000 compounds, 0.59% hits; AID 588493, 2011; 26S proteasome non-ATPase regulatory subunit 14 (Homo sapiens), O00487;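 active = inhibition at 20 µM, scaled to each plate's controls, above about 33%, limit read from the data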
CSN inh: inhibitors of CSN-mediated cullin deneddylation, primary screen, biochemical, fluorescence polarization, uHTS; 360,000 compounds, 0.38% hits; COP9 signalosome complex subunit 5 (Homo sapiens), Q92905; inhibition, % at 12.5 µM; Purified CSN, SCF-Nedd8-OG deneddylation; AID 651999, 2013;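 active = pattern-corrected inhibition above about 35%, with an unprinted fluorescence ratio check between 0.5 and 1.5, limit read from the data, passing the limit was not always enough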;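 also: 0% = enzyme with substrate and 100% = substrate without enzyme; some results filed as inactive read as strong as hits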
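Assay system: purified human Csn5 enzyme expressed in HEK293T cells; measure: % inhibition; also added: SCFSkp2-Nedd8OG substrate at 10 nM final; technique: fluorescence polarization; times: reaction 90 min, room temperature; medium: Tris buffer pH 7.5, NaCl, DTT, Tween-20, trehalose, ovalbumin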
Rin1-Abl PPI inh: inhibitors of Rin1-Abl protein binding, primary screen, biochemical, TR-FRET; AID 588664, 2011; inhibition, % at 7.35 µM; 360,000 compounds, 0.4% hits; in the data active = inhibition above about 5%, passing the limit was not always enough
Target sequence (P00519 whole entry, looked up): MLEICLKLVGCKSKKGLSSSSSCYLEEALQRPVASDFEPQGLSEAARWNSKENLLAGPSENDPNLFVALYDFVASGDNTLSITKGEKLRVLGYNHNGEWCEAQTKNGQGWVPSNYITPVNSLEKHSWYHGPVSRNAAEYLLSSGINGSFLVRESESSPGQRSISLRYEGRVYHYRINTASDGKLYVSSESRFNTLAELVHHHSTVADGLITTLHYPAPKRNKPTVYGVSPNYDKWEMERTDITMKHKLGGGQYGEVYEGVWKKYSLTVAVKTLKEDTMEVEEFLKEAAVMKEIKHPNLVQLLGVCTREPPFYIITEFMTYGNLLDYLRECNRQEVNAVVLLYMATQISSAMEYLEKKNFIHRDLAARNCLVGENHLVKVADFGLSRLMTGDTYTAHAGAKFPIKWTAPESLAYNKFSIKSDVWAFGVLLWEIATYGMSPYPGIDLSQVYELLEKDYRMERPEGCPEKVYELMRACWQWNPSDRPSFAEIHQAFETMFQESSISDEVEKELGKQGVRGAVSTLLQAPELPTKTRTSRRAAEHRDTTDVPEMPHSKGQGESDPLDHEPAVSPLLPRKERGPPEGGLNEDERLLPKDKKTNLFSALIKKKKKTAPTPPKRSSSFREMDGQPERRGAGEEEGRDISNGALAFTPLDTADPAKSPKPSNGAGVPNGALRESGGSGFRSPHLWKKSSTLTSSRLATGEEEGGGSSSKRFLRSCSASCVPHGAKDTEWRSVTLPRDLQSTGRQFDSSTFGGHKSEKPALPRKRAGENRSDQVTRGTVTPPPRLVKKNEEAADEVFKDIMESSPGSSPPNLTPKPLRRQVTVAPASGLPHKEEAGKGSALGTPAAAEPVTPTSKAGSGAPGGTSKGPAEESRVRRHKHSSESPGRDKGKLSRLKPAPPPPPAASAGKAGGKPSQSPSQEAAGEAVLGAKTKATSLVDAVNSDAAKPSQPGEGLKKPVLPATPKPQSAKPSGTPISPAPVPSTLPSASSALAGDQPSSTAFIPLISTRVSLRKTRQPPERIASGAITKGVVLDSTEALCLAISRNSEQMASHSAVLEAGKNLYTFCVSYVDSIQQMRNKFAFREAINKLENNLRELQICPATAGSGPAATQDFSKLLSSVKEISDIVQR
Target sequence (Q13671 whole entry, looked up): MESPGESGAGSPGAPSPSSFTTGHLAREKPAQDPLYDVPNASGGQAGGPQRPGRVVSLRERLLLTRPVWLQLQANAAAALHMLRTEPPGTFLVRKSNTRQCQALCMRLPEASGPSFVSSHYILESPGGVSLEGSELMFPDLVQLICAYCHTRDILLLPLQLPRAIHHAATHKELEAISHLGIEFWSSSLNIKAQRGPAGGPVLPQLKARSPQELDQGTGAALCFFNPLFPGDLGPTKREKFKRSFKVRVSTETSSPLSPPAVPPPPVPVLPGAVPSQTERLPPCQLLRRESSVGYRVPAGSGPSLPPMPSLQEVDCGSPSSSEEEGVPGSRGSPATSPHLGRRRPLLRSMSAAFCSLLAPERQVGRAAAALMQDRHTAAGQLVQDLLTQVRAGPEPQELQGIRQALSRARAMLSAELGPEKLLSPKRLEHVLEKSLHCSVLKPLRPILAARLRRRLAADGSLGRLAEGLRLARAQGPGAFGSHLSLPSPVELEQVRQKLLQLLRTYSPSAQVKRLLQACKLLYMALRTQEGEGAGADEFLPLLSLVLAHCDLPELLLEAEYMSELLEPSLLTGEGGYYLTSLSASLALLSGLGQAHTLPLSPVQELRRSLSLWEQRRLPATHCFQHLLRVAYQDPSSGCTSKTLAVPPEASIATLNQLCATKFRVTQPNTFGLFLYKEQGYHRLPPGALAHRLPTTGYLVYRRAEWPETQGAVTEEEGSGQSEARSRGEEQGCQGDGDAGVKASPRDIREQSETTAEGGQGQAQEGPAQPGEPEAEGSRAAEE
bovine MsrA act: bovine MsrA enzyme activators, primary screen, biochemical, absorbance, HTS. Methionine sulfoxide reductase A (Bos taurus). purified bovine MsrA, absorbance read-out. activation, % at 10.6 µM. 360,000 compounds, 0.3% hits. AID 602163, 2012; in the data active = activation above about 7.5%;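 also: 0% = vehicle and 100% = reference activator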
The depositor's hits bear a star; i = inactive; x = not tested or not shown.

SMILES | MLLE-PAM2 inh | MT1-MMP act inh | E coli Lon inh | FAS-TE inh | MsrA inh | Rpn11 inh | CSN inh | Rin1-Abl PPI inh | bovine MsrA act
Cn1ccc2cc(OCc3ccccc3)ccc21 | 10 | 0 | -5 | 16 | 1.5 | i | -1 | 3 | -8
Cc1nc2ncnn2c(N2CCN(C(=O)Cc3cccs3)CC2)c1C | 5 | 5 | -14 | -4 | -0.5 | i | 7 | 0 | -5
Cc1cccc(NC(=S)NC(=O)CC2CC(C)(C)OC2=O)c1 (centres undefined) | 17 | -1 | 1 | -2 | 0.1 | i | -3 | 1 | -1
CC(Sc1ccc(S(=O)(=O)N2CCCCC2)cn1)C(N)=O (centres undefined) | -27 | 8 | -1 | -4 | -0.8 | i | 0 | 0 | -2
COc1ccc(C2=[N+]([O-])C(C)(C)C(c3ccccc3)=N2)cc1 | 4 | 1 | -13 | -2 | -0.2 | i | -1 | 0 | -4
O=C(N/C(=C\c1cccnc1)c1nc2ccccc2[nH]1)c1cccc(Br)c1 | -10 | 8 | 13 | 0 | 1.9 | i | -9 | -2 | -3
O=c1c(Oc2ccccc2F)coc2cc(OCc3cnn(-c4ccccc4)c3)ccc12 | -17 | 1 | -6 | 6 | -0.3 | i | 5 | 1 | -5
COc1ccc(-c2csc(N(CCCN(C)C)C(=O)c3ccccc3C)n2)cc1 | 4 | -11 | 3 | 4 | 0.7 | i | -2 | -1 | -2
COc1ccc(-n2c(SCC(=O)NCC3CCCO3)nc3c([nH]c4ccccc43)c2=O)cc1 (centres undefined) | 20 | -6 | 0 | -5 | 1.1 | i | 5 | 3 | -1
O=C(c1ccc2nccnc2c1)N1CCCC(N2CCN(c3ccc(F)cc3)CC2)C1 (centres undefined) | 14 | 0 | -1 | -1 | -0.9 | i | -1 | 4 | -2
O=C(CCC(=O)c1cccs1)NCc1ccccc1Cl | -2 | 23 | -34 | -3 | -1.9 | i | 6 | 5 | -2
CC1(C)OC(=O)C(=CNC(Cc2c[nH]c3ccccc23)C(=O)O)C(=O)O1 (centres undefined) | 0 | 2 | -8 | -10 | 0.2 | i | -1 | 1 | -3
CCOC(=O)c1cnc2[nH]c3ccccc3n2c1=O | -10 | 2 | -5 | -2 | 3.0 | i | 4 | 2 | -6
Cc1sc2nc(CSC(C)C(=O)Nc3ccccn3)[nH]c(=O)c2c1C (centres undefined) | -9 | -10 | -22 | -2 | 0.6 | i | 10 | 1 | -1
COC(=O)Nc1ccc(S(=O)(=O)N2CCCC(C(=O)Nc3cccc4c3OCCO4)C2)cc1 (centres undefined) | 9 | -2 | -3 | 4 | 0.4 | i | 0 | -2 | -10
Cc1ccc(C(=O)NCC(c2ccc(F)cc2)N2CCOCC2)cc1 (centres undefined) | 3 | 4 | 6 | -3 | 0.2 | i | 0 | -1 | -2
CN1CC(O)(C(O)C(O)C(O)CO)SC1=S (centres undefined) | 15 | -1 | -12 | -6 | -0.8 | i | 2 | -2 | -8
NC(=O)Nc1ccc(Oc2c(F)c(F)c(F)c(F)c2F)cc1 | 2 | 1 | 2 | -5 | -0.5 | i | 4 | 0 | -9
CCOc1ccc(CCN2C(=S)N([C@@H](CC(C)C)CN3CCC[C@@H]3CN3C(=S)NC[C@@H]3Cc3ccc(O)cc3)C[C@@H]2CC(C)C)cc1 | -7 | 1 | -7 | -102 | -0.5 | i | 2 | 3 | -1
O=C1CCC([N+](=O)[O-])C(c2ccc(Cl)c([N+](=O)[O-])c2)N1 (centres undefined) | -5 | -2 | -6 | -1 | 2.9 | i | -12 | 0 | -6
COC(=O)[C@]1(Cc2ccccc2)N[C@H](c2ccc(-c3cc(C(C)=O)cs3)cc2)[C@@H]2C(=O)N(C)C(=O)[C@@H]21 | 1 | 0 | -11 | 26 | 1.9 | i | -1 | -1 | -11
CCCn1c(=N)n(CC(=O)c2ccc(OCC(=O)OC)cc2)c2ccccc21 | 2 | 5 | 11 | -2 | 0.6 | i | 4 | -1 | -11
O=C(Nc1ccccn1)C(=O)Nc1ccccn1 | 2 | 6 | -2 | -4 | -0.9 | i | -1 | -2 | -4
COC(=O)c1cc2sc(Cl)cc2n1CC(=O)NCCC(C)C | 10 | 2 | -11 | -7 | 0.3 | i | 0 | 0 | -2
COc1ccc(CNC(=O)C2CCCN2C(=O)Nc2cccc(Cl)c2)cc1 (centres undefined) | -2 | -2 | 2 | -3 | 0.1 | i | 3 | -2 | -1
CCN(CC)c1ccc(/C=C/C(=O)c2cccnc2)cc1 | -8 | x | 1 | 4 | 0.3 | i | 4 | 1 | -11
Cc1nc(SCc2c(F)cccc2Cl)n[nH]1 | -9 | -5 | -8 | -8 | -0.6 | i | 1 | -1 | 0
OC(c1ccccc1)c1nc(-c2ccccc2)cs1 (centres undefined) | -3 | 1 | -4 | 2 | 1.2 | i | -2 | -1 | -1
CN(C)/N=C/c1c(O)ccc2ccccc12 | 1 | 1 | -1 | 9 | -0.1 | i | 1 | 0 | 2
CC(C)NS(=O)(=O)c1cccc2nsnc12 | 5 | -4 | 2 | -6 | 1.0 | i | -9 | 0 | -14
O=C(CCNC(=O)c1ccccc1Cl)Nc1ccc2c(c1)OCO2 | 7 | 1 | -4 | -4 | 0.7 | i | -2 | -5 | -4
COc1ccc2oc(=O)c(C(=O)Nc3cccc(C(C)=O)c3)cc2c1 | 1 | 1 | -6 | 0 | -0.7 | i | -3 | -1 | -2
CC(=O)N1CCN(c2ccc(NCc3ccc(C(C)C)cc3)cc2)CC1 | 18 | 6 | 3 | -59 | 0.3 | i | -2 | -4 | 0
CCn1c(-c2ccc(Cl)cc2)n[nH]c1=S | -5 | 10 | -4 | -6 | -1.0 | i | -2 | 0 | 0
COc1ccc(C)cc1S(=O)(=O)Nc1ccncc1 | -3 | 6 | -13 | -2 | 0.4 | i | -1 | -2 | -3
CCSC1=C(C#N)C(c2ccc(Cl)cc2)C2=C(CCCC2=O)N1 (centres undefined) | 3 | -5 | -4 | 3 | 1.3 | i | 6 | -3 | -11
O=C(COc1ccc([N+](=O)[O-])cc1)Nc1nnc(-c2cccnc2)s1 | -7 | 2 | -2 | 6 | 1.9 | i | 0 | -4 | -5
CCC1(c2ccc(C)cc2)NC(=O)N(CC(=O)Nc2cccc(S(=O)(=O)N3CCCC3)c2)C1=O (centres undefined) | -18 | 7 | 4 | 7 | 0.5 | i | 1 | 2 | -5
O=[N+]([O-])c1ccc(Cl)c(S(=O)(=O)Nc2ccc3cn[nH]c3c2)c1 | 7 | 0 | 9 | -2 | -0.6 | i | 4 | 0 | 0
Cc1nnc(SCc2ccccc2)nc1-c1ccccc1 | -1 | 2 | -6 | 21 | -0.2 | i | -3 | -1 | -3
CC1Cc2ccccc2N1C(=O)CNc1cccc(S(=O)(=O)N2CCCC2)c1 (centres undefined) | -34 | 2 | 1 | 8 | 2.0 | i | 7 | 0 | -4
COc1cc(-c2n[nH]c(=S)n2-c2ccccc2C(F)(F)F)cc(OC)c1OC | -38 | 8 | 3 | -2 | -1.0 | i | -3 | 0 | 0
CCn1c(=O)cc(SCC(=O)N2CCCCC2)c2ccccc21 | 11 | 11 | -1 | -6 | 1.5 | i | 4 | -109 | -4
O=C(O)c1nn2cc(CCO)cnc2c1Cl | 2 | 3 | 14 | -4 | 1.9 | i | 3 | -2 | -1
Cc1sc2ncnc(NCc3cccnc3)c2c1C | 9 | 3 | -7 | -12 | 0.5 | i | 4 | -1 | -5
CN(C1CCCCC1)S(=O)(=O)c1ccc2c(c1)c(=O)c(C(=O)NCCN1CCCC1)cn2C | 2 | -2 | -4 | -2 | 0.7 | i | 1 | 2 | -8
COc1cccc(NC(=O)C2C3C=CC(C3)C2C(=O)O)c1 (centres undefined) | 9 | 1 | -2 | -4 | -1.5 | i | 4 | 1 | -1
O=c1c(Cl)c(NCc2ccc(F)cc2)cnn1C12CC3CC(CC(C3)C1)C2 | -7 | -26 | 2 | -3 | 0.0 | i | 5 | -2 | -1
O=C(O)c1nccnc1C(=O)NCCc1c[nH]c2ccccc12 | 3 | -2 | -11 | -6 | 0.5 | i | 5 | 1 | -5

A draw from above in order of molecular weight, lowest first:
SMILES | MLLE-PAM2 inh | MT1-MMP act inh | E coli Lon inh | FAS-TE inh | MsrA inh | Rpn11 inh | CSN inh | Rin1-Abl PPI inh | bovine MsrA act
O=C(O)c1nn2cc(CCO)cnc2c1Cl | 2 | 3 | 14 | -4 | 1.9 | i | 3 | -2 | -1
CCn1c(=O)cc(SCC(=O)N2CCCCC2)c2ccccc21 | 11 | 11 | -1 | -6 | 1.5 | i | 4 | -109 | -4
COc1cc(-c2n[nH]c(=S)n2-c2ccccc2C(F)(F)F)cc(OC)c1OC | -38 | 8 | 3 | -2 | -1.0 | i | -3 | 0 | 0

As a short view, 5 of the compounds above:
SMILES | MLLE-PAM2 inh | MT1-MMP act inh | E coli Lon inh | FAS-TE inh | MsrA inh | Rpn11 inh | CSN inh | Rin1-Abl PPI inh | bovine MsrA act
O=C(CCNC(=O)c1ccccc1Cl)Nc1ccc2c(c1)OCO2 | 7 | 1 | -4 | -4 | 0.7 | i | -2 | -5 | -4
COc1ccc2oc(=O)c(C(=O)Nc3cccc(C(C)=O)c3)cc2c1 | 1 | 1 | -6 | 0 | -0.7 | i | -3 | -1 | -2
CC(=O)N1CCN(c2ccc(NCc3ccc(C(C)C)cc3)cc2)CC1 | 18 | 6 | 3 | -59 | 0.3 | i | -2 | -4 | 0
CCn1c(-c2ccc(Cl)cc2)n[nH]c1=S | -5 | 10 | -4 | -6 | -1.0 | i | -2 | 0 | 0
COc1ccc(C)cc1S(=O)(=O)Nc1ccncc1 | -3 | 6 | -13 | -2 | 0.4 | i | -1 | -2 | -3

High-throughput results (PubChem)
